PLK1 kinase inh – human PLK1 kinase inhibitors, primary screen, biochemical, TR-FRET | 0.53% of 97,000 active | inhibition, % at 10 µM | AID 619, 2007 | recombinant PLK1 kinase, TR-FRET peptide phosphorylation | Serine/threonine-protein kinase PLK1 (Homo sapiens), P53350;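 active = inhibition of 50% or more in the single-concentration screen; inactive = inhibition below 50%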;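 note: 0% = DMSO max control and 100% = H-89 dihydrochloride min control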
Target sequence (P53350 whole entry, looked up): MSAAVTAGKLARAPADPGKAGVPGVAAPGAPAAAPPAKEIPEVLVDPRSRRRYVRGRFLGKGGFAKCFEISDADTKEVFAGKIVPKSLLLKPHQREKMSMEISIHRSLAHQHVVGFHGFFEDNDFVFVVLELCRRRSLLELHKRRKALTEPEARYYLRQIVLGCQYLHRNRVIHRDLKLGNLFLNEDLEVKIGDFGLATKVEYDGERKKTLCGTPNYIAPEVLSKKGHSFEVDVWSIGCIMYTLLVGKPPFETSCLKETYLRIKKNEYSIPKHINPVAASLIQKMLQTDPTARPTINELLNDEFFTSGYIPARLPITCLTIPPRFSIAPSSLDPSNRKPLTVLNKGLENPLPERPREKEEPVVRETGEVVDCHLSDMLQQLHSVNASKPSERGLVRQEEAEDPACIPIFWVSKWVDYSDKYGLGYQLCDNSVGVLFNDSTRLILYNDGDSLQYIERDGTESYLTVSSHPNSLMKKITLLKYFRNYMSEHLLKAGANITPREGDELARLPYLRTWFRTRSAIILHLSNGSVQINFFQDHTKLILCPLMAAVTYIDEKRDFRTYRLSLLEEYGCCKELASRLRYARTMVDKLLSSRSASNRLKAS
CD11b adhes inh – inhibitors of CD11b/CD18 adhesion to fibrinogen, primary screen, K562 cells, luminescence; Integrin beta-2 (Homo sapiens) + Integrin alpha-M (Homo sapiens), P05107+P11215; ATPlite luminescence; Mn2+ added to activate the integrin; 0.54% of 93,000 active; inhibition, % at 10 µM; AID 1497, 2009;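 active = primary inhibition of 50% or more at 10 µM, then 40% or more on retest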; note: some results filed as inactive read as strong as hits
HIV Rev-RRE inh – HIV-1 Rev-RRE binding inhibitors, primary screen, biochemical, FRET, protein-RNA interaction | Rev peptide-RRE RNA binding | AID 704, 2007 | P05866 | 0.79% of 97,000 active | inhibition, % at 8 µM;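 active = inhibition above the screen-wide mean plus 3 SD, cut at about 35% in these data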;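 note: 0% = median DMSO wells and 100% = median Neomycin B control wells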
Target sequence (P05866 whole entry, looked up): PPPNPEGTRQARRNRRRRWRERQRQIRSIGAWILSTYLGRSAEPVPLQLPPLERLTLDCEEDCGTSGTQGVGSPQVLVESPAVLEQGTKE
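Test system – labelled RRE RNA duplex and labelled Rev peptide · Reagent – labelled Rev peptide · Doses – one concentration, 8 µM nominal · Incubation – 5 + 15 min at 25 °C · Signal – FRET fluorescence readout · Read-out basis – % inhibition of FRET ratio versus controls · Control set – DMSO wells as 0% and neomycin B wells as 100% inhibition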
ERb SRC1 inh – inhibitors of ERβ-SRC1 coactivator interaction, primary screen, biochemical, TR-FRET, ERβ LBD, SRC-1 peptide | Estrogen receptor beta (Homo sapiens), Q92731 | AID 633, 2007 | TR-FRET ER-beta LBD / SRC1-Cy5 peptide binding; receptor agonist-loaded with 1 µM estradiol | inhibition, % at 25.6 µM | 1.3% of 86,000 active;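 active = compounds whose percent inhibition of the receptor-coactivator binding signal exceeds about 50% in the single-dose screen, limit read from the data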;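 note: 0% = receptor plus peptide wells without compound and 100% = peptide-only wells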
FAK blocker – FAK kinase inhibitors, primary screen, biochemical. biochemical FAK kinase activity assay. inhibition, %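 (tested at 7 µM)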. 0.84% of 97,000 active; in the data active = inhibition above about 19%;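 note: 0% = DMSO and 100% = reference compound high control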
ERa coact inh – ERα–SRC-1 coactivator interaction inhibitors, primary screen, biochemical, TR-FRET, ERα LBD, estradiol-bound; Estrogen receptor (Homo sapiens), P03372; 1.7% of 86,000 active; TR-FRET ER-alpha LBD / SRC-1 peptide; inhibition, % at 25.6 µM; in the data active = inhibition above about 50%;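 note: 0% = receptor plus peptide control and 100% = peptide only without receptor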
Mac1 fbg enh – enhancers of CD11b/CD18 adhesion to fibrinogen, primary screen, K562 cells, luminescence. activation, % at 10 µM. 0.07% of 93,000 active. Integrin beta-2 (Homo sapiens) + Integrin alpha-M (Homo sapiens), P05107+P11215. ATPlite luminescence. AID 1499, 2009;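 active = 10 µM primary screen giving 50% or more activity, confirmed by 40% or more on retest at that dose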; note: strong numbers were not always called active
ERa coact pot – enhancers of ERα–SRC-1 coactivator binding, primary screen, biochemical, TR-FRET, ERα LBD, low estradiol. Estrogen receptor (Homo sapiens), P03372. TR-FRET ERalpha-LBD/SRC-Cy5 coactivator binding, 2 h; 100 = basal binding, no effect. coactivator binding (% of control), % at 25.6 µM. 1.3% of 86,000 active. AID 639, 2007; in the data active = activity above about 200%;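 note: binding measured in presence of low estradiol as agonist stimulus; 0% = peptide alone without receptor and 100% = receptor with peptide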
PLK1 PBD inh – Plk1 polo box domain binding inhibitors, primary screen, biochemical, fluorescence polarization; Serine/threonine-protein kinase PLK1 (Homo sapiens), P53350; Plk1 PBD phosphopeptide binding; inhibition, %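 (tested at about 20 µM)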; 0.13% of 97,000 active; AID 693, 2007; in the data active = inhibition above about 34%, passing the limit was not always enough
* marks the source's active call; other numbers are inactive results; . = not tested or not shown; [ ] = another dose, or the depositor's remark.

molecule,PLK1 kinase inh,CD11b adhes inh,HIV Rev-RRE inh,ERb SRC1 inh,FAK blocker,ERa coact inh,Mac1 fbg enh,ERa coact pot,PLK1 PBD inh
O=C(CCN1C(=O)COc2ccccc21)N1CCC2(CC1)OCCO2,-10,-11,2,0[fluorescence artefact?],-1,3,0,117,-9
O=C(Cn1ncc2ccsc2c1=O)N1CCC2(CC1)OCCO2,-5,.,1,1[fluorescence artefact?],-6,9[fluorescence artefact?],.,117[fluorescence artefact?],-14
CC(C)CC12CN3CCN(CC(C3)/C1=N/O)C2,-7,.,5,-11,0,2,.,109,5
CCOC(=O)c1nc2ccccc2c(=O)n1-c1cccc(C)c1,-8,0,10,.,-4,.,-2,.,-34
O=C(Cc1ccccc1)N1CCN(Cc2cccnc2)CC1,-8,-34,12,.,-2,.,4,.,-3
Cc1ccc(OP(=O)(O)Oc2ccc(C)cc2)cc1,-22,.,5,.,3,.,.,.,-13
CC(=O)NC1CC2CCC(C1)N2 (configuration not stated),-15,-4,4,24[fluorescence artefact?],-4,15,-7,107,2
Oc1ccc(Br)cc1CN1CCN(c2ccccc2)CC1,-7,-6,3,2[fluorescence artefact?],3,6[fluorescence artefact?],-4,114,9
OC1(c2cccnc2)CC2CCC(C1)N2Cc1nnnn1Cc1ccccc1 (configuration not stated),2,-14,-1,-2,-3,-3,2,112,1
C#CCN1C(=O)C2(C(C#N)=C(N)OC(C)=C2C(=O)OCc2ccccc2)c2ccccc21 (configuration not stated),-11,4,7,5,2,6,-4,95,1
O=C1NC(=O)C2(Cc3ccccc3N3CCCC32)C(=O)N1c1cccc(Cl)c1 (configuration not stated),.,-4,.,3,.,5,-1,87,.
Fc1ccccc1CCNCc1cccc(Cl)c1Cl,-10,.,9,.,1,.,.,.,-3
O=S(=O)(c1ccc(Cl)cc1)N1CN2CCN(C2)C1,-9,-4,4,-7[fluorescence artefact?],-2,-3[fluorescence artefact?],1,102,-5
CC(Cc1ccccc1Sc1ccccc1O)N(C)C (configuration not stated),-11,-13,-13,.,1,.,-5,.,-15
CCN(CC)CCCOC(=O)C(OC)(c1ccccc1)c1ccccc1,-10,-5,-2,1[fluorescence artefact?],2,5[fluorescence artefact?],2,110,11
CCC(=NCc1ccco1)c1c(O)n(-c2ccc(OC)cc2)c(=O)[nH]c1=O,-8,-2,5,1,-2,-9,-2,114,29
COC(=O)CC1(Cc2ccccc2)C(=O)NC(=O)NC1=O,-1,6,8,-2,-8,-2,3,94[fluorescence artefact?],-32
CCC(=O)Nc1cc(C(=O)N2CCC3(CC2)OCCO3)ccc1S(=O)(=O)c1ccc(C)cc1,-3,-6,9,-5,-1,-14,-4,109,-26
CC(=NCC1CCCO1)c1c(O)n(-c2ccccc2)c(=O)[nH]c1=O (configuration not stated),-2,4,3,4,-3,-3,26,123[fluorescence artefact?],11
C=CCC1(CN2CCCCCC2=O)C(=O)NC(=O)NC1=O,-11,1,10,-16,-4,1,0,112,-35

Reformatted: results already given
Fields – PLK1 kinase inh	CD11b adhes inh	HIV Rev-RRE inh	ERb SRC1 inh	FAK blocker	ERa coact inh	Mac1 fbg enh	ERa coact pot	PLK1 PBD inh
Oc1ccc(Br)cc1CN1CCN(c2ccccc2)CC1
  -7	-6	3	2[fluorescence artefact?]	3	6[fluorescence artefact?]	-4	114	9
OC1(c2cccnc2)CC2CCC(C1)N2Cc1nnnn1Cc1ccccc1 (configuration not stated)
  2	-14	-1	-2	-3	-3	2	112	1
C#CCN1C(=O)C2(C(C#N)=C(N)OC(C)=C2C(=O)OCc2ccccc2)c2ccccc21 (configuration not stated)
  -11	4	7	5	2	6	-4	95	1
O=C1NC(=O)C2(Cc3ccccc3N3CCCC32)C(=O)N1c1cccc(Cl)c1 (configuration not stated)
  .	-4	.	3	.	5	-1	87	.
Fc1ccccc1CCNCc1cccc(Cl)c1Cl
  -10	.	9	.	1	.	.	.	-3
O=S(=O)(c1ccc(Cl)cc1)N1CN2CCN(C2)C1
  -9	-4	4	-7[fluorescence artefact?]	-2	-3[fluorescence artefact?]	1	102	-5
CC(Cc1ccccc1Sc1ccccc1O)N(C)C (configuration not stated)
  -11	-13	-13	.	1	.	-5	.	-15
CCN(CC)CCCOC(=O)C(OC)(c1ccccc1)c1ccccc1
  -10	-5	-2	1[fluorescence artefact?]	2	5[fluorescence artefact?]	2	110	11
CCC(=NCc1ccco1)c1c(O)n(-c2ccc(OC)cc2)c(=O)[nH]c1=O
  -8	-2	5	1	-2	-9	-2	114	29

New compounds follow:
molecule,PLK1 kinase inh,CD11b adhes inh,HIV Rev-RRE inh,ERb SRC1 inh,FAK blocker,ERa coact inh,Mac1 fbg enh,ERa coact pot,PLK1 PBD inh
COC(=O)N(c1ccccc1)P1(=S)OCCO1,.,9,.,-16,.,2,3,103,.
c1ccc(C2CC3CC(c4ccco4)N2O3)cc1 (configuration not stated),-4,-7,6,11,-1,5,1,152,8
COc1cccc(-n2c(-c3ccoc3)nc3ccccc3c2=O)c1,-13,-12,6,-6,1,-1,-2,109,-2
CCOC(=O)c1c(NC(=O)c2c(N)n(CCCOC)c3nc4ccccc4nc23)sc2c1CCCC2,-8,13,7,13,-2,4,7,97,4
CCOCC(=O)NC1CCSC1=O (configuration not stated),-9,0,7,8[fluorescence artefact?],-2,0,-3,133[fluorescence artefact?],0
CC1=CC(=C2C(=O)NC(=O)NC2=O)C=C(C(F)(F)F)N1C(C)C,-4,5,4,-2,-2,-3,0,99,-22
CCOC(=O)C1SC2(C(F)F)CC1(O)c1c(c(OC)c3occc3c1OC)O2 (configuration not stated),-6,-2,7,-3,4,-4,1,113,-11
Fc1ccc(N2CCN(Cc3ccc4c(c3)OCO4)CC2)cc1,.,-3,.,-14,.,-7,-3,122,.
O=C(NC[P+](=O)O)OCc1ccccc1,-15,17,4,-4,-3,5,2,112,-17
CCCN1CCC2(CC1)NC(CO)(CO)CO2,1,.,2,.,-6,.,.,.,4
COC(=O)c1ccc(COc2cc(C)cc3oc(=O)c4c(c23)CCCC4)o1,-12,-1,6,7[fluorescence artefact?],-3,6,8,133,-10
Cc1cc(OCc2nn[nH]n2)c2c3c(c(=O)oc2c1)CCC3,-7,-2,6,29[fluorescence artefact?],-7,17,0,99,-8
COC(=O)C(O)(c1cn(C)c2ccccc12)C(F)(F)F (configuration not stated),-11,-27,0,0[fluorescence artefact?],-7,11,-3,112,13
CN1CCN(c2ccc(NC(=O)Oc3ccccc3)cc2)CC1,19,8,1,-2,-1,-8,0,97,-1
NC12CN3CN(CN(C3)C1)C2 (tested in a mixture with another compound),-3,-5,5,1,2,-5,3,103,-8
CCN1CCN(C(=O)COc2cc(=O)n(CC)c3ccccc23)CC1,1,-20,7,5,2,-2,-6,106,-3
CCOC(=O)CCN=Cc1c(O)n(-c2ccc(Br)cc2)c(=O)[nH]c1=O,-10,-8,7,-8,-3,4,-1,86,-3
NC(=O)Nc1cccc(C(F)(F)F)c1,-8,-3,10,-8,1,1,4,121,-10
Cc1ccc(S(=O)(=O)N2CN3CCN(C3)C2)cc1,-15,-3,5,-24,-9,-52,-4,110,-12
CC(=O)c1ccc2c(c1)C1C(Cl)C(Sc3ccccc3[N+](=O)[O-])CC1C(c1ccccc1[N+](=O)[O-])N2 (configuration not stated),-3,.,6,-2,1,-4[fluorescence artefact?],.,107,10
CCC(=NCc1ccco1)c1c(O)n(Cc2ccccc2)c(=O)[nH]c1=O,-2,1,9,14,-3,2,-7,106[fluorescence artefact?],11
CN(C)C(=O)Nc1cccc(OC(=O)N(C)C)c1,-8,-2,3,0,0,-9,4,87,12
Cc1ccc(NC(=O)CSc2nnc([C@@H](N)Cc3c[nH]c4ccccc34)o2)c(C)c1,-12,12,7,24[fluorescence artefact?],-1,-3,6,121,-14
CCN1CCN(Cc2cc(Br)cc(OC)c2O)CC1,-17,-6,2,-15,0,-16,4,112,-3
CCOc1ccc(CC2C(=O)NC(=O)N(c3ccc(CC)cc3)C2=O)cc1 (configuration not stated),-34,-26,1,18,2,17,2,87,2
O=C1CN(C(=O)CN2CCCCC2)C(c2ccccc2)c2cc(Br)ccc2N1 (configuration not stated),-3,-38,7,-5,0,-3,21,106,24
CC(C)C1(C)N=C(c2nc3ccccc3cc2C(=O)O)NC1=O (configuration not stated),1,-6,7,2,0,-5,0,91,24
C=CCn1c(O)c(C(CC)=NC2CC2)c(=O)[nH]c1=O,-5,.,6,-6[fluorescence artefact?],-1,6,.,117[fluorescence artefact?],-22
CC(=O)c1c(C)[nH]c(C(=O)N2CCC3(CC2)OCCO3)c1C,-10,2,17,.,1,.,-1,.,-4
CCOC(=O)c1ccc(NC(=O)c2c(O)[nH]c(=O)[nH]c2=O)cc1,9,-5,140*[fluorescence artefact?],5,-3,-1,-3,86,59*
CCOC(=O)/C(CCCN(CC)CC)=N\O,-18,14,3,-13[fluorescence artefact?],-2,-8[fluorescence artefact?],-4,104[fluorescence artefact?],-5
CC1CN=C(NCc2ccncc2)S1 (configuration not stated),-7,-20,7,-4[fluorescence artefact?],-4,0[fluorescence artefact?],-2,125,-2
Fc1ccc(C2=CCN(C(c3cccs3)c3nnnn3CCc3ccccc3)CC2)cc1 (configuration not stated),-12,-2,13,-6,2,4,-2,108,3
CCOC(=O)C1C(=O)NC23CCCC2C1c1ccccc1O3 (configuration not stated),-8,-5,-3,-4[fluorescence artefact?],6,8[fluorescence artefact?],0,93,9
CCc1ccccc1NC(=O)CSc1nnc([C@@H](N)Cc2c[nH]c3ccccc23)o1,-4,4,0,-7,-2,-4,-2,134,26
O=C(Cn1cc(C(=O)c2ccccc2)c2ccccc21)NCc1ccco1,2,6,1,.,0,.,1,.,-18
CC(C)Sc1nnc([C@@H](N)Cc2ccccc2)o1,-7,.,-1,-6,1,-1,.,100,-13
CC(NCc1ccc(Cl)cc1)C(O)c1ccccc1 (configuration not stated),-3,.,-4,.,-6,.,.,.,12
Clc1cccc(Cl)c1C1N2CCCN12 (configuration not stated),-28,-13,6,81*[fluorescence artefact?],0,-2,2,122,-1

Assay outcomes: PubChem, several laboratories

An excerpt; count on the stated rates, not on these rows.
